HT1080-NT tox = kills 2HG-producing HT-1080-NT fibrosarcoma cells | HT-1080-NT fibrosarcoma viability, CellTiter-Glo ATP luminescence, 48 h | Potency, µM (series often up to 46.1 µM), for the others: top-dose activity, negative = less viability, hits mostly cytotoxic | hit rate 1.6% among 360,000;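 further: NT is the 2HG producing partner of a matched IDH1 knockdown line; potency means the concentration at half of the fitted maximal effect; 0% = DMSO-treated cells and -100% = media-only wells without cells; nearly all actives have a fitted effect of over 55% in size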
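HT-1080-NT fibrosarcoma cells (2HG-overproducing), 750 cells/well in RPMI with 5% FBS, dosed after 2 h and incubated 48 h at 37C. CellTiter-Glo luminescence normalized to DMSO and no-cell wells; concentration-response curves fitted and classed.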
ATXN2 expr inh = reduces ATXN2 reporter expression in HEK-293 cells. hit rate 0.72% among 360,000. HEK-293 ATXN2-luciferase reporter, luminescence, 24 h. AID 1745845. Potency, µM (doses to about 57 µM), inactives show top-dose activity change, negative = inhibition, most hits filed as inhibitors; further: potency means the concentration at half of the fitted maximal effect; on the % scale 0 is the no-effect control and ±100 the full control effect; nearly all actives have a fitted effect of over 55% in size
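ATXN2-luciferase reporter cells (luciferase flanked by upstream and downstream ATXN2 gene portions) were treated 24 h at 37 °C with compounds at up to 57 uM. SteadyGlo luminescence gave expression; GF-AFC fluorescence gave viability.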
MCF10A rereplic = induces DNA re-replication in MCF 10a normal breast cells; MCF 10A DNA re-replication, Hoechst nuclear intensity, 48 h; Potency, µM (highest dose often 46.1 µM), for the others: at the top dose activity, positive = re-replication, most hits filed as activators; hit rate 2.9% among 350,000; further: potency means the concentration at half of the fitted maximal effect; % of control where 0% means no effect; nearly all actives have a fitted effect of over 50% in size
SW480 rereplic = induces DNA re-replication in SW480 colon adenocarcinoma cells. SW480 DNA re-replication, Hoechst DNA content imaging, 48 h. hit rate 1.8% among 340,000. Potency, µM (series often up to 46.1 µM), for inactives: at the highest dose re-replication activation, actives largely listed as activators; further: potency means the concentration at half of the fitted maximal effect; % of control where 0% means no effect; nearly all actives have a fitted effect of over 55% in size
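Hoechst fluorescence of nuclei (405 nm excitation, 500-530 nm emission) measured by plate-scanning imager after 48 hr compound exposure at 37 C; re-replication scored as increased number of nuclei with elevated intensity.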
HT1080 IDH1KD tx = toxicity to HT-1080 IDH1 knockdown cells (counter line) | HT-1080 IDH1 knockdown viability, ATP luminescence, 48 h | Potency, µM (top dose mostly 46.1 µM), for inactives: at the top dose activity, negative = toxicity, hits mostly cytotoxic | hit rate 2% among 360,000;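 further: potency means the concentration at half of the fitted maximal effect; 0% = DMSO wells and -100% = cell-free medium wells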
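After a 2 h attachment period, IDH1KD HT-1080 cells took pin-transferred compound for 48 h at 37 °C; ATP-based luminescence after 10 min room-temperature reagent incubation reported viability.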
KB-3-1 cytotox = KB-3-1 parental cell cytotoxicity; KB-3-1 viability, CellTiter-Glo ATP luminescence, 72 h; Potency, µM (titrated, usually from 46.1 µM), without a hit: top-dose activity change, negative = cytotoxic, usual class: cytotoxic; hit rate 1.4% among 400,000; AID 1347075; further: potency means the concentration at half of the fitted maximal effect; on the % scale 0 is the no-effect control and ±100 the full control effect; nearly all actives have a fitted effect of over 60% in size
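KB-3-1 parental drug-naive adenocarcinoma cells in DMEM/10% FBS, incubated 72 h at 37 C with pin-transferred compounds across a concentration series. Viability by CellTiter-Glo luminescence; concentration-response curves fitted after normalization.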
ATXN viability = cell viability loss in ATXN counter-screen | S2 cells (HEK-293 line with an ATXN2-luciferase reporter) viability, CellTiter-Fluor protease fluorescence, 24 h | Potency, µM (series often up to 56.7 µM), most hits filed as cytotoxic | hit rate 0.49% among 400,000; further: potency means the concentration at half of the fitted maximal effect; nearly all actives have a fitted effect of over 40% in size
HepG2 tox = counter-screen for TGF-b inhibitors: cytotoxicity in HepG2 cells | HepG2 CAGA-GFP viability, ATP luminescence, 18 h | Potency, µM (top dose mostly 46.1 µM), for the others: top-dose activity change, negative = cytotoxicity, usual class: cytotoxic | hit rate 0.76% among 410,000; further: potency means the concentration at half of the fitted maximal effect; some results filed as inactive show a strong effect at the top dose
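CellTiter-Glo luminescence gave cytotoxicity after 18 hours at 37 degrees C. The cells were HepG2 CAGA-GFP in 1% FBS DMEM, stimulated with 500 pg/mL TGF-beta after compound addition. %Activity was normalised to no-cell wells (complete cell-killing) and DMSO (no toxicity), and curves were fitted and classified.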
IL1B secr inh = inflammasome signaling inhibition, IL-1 beta readout; THP-1 LPS/ATP IL-1B secretion, AlphaLISA, 16 h; stronger effect = lower value; activity change, % at 57.5 µM; hit rate 4.7% among 360,000; AID 743279; in the data active means activity change below about -50%; inconclusive means mostly about -30% to -49%; further: on the % scale 0 is the no-effect control and ±100 the full control effect
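THP-1 cells pretreated 1 hr with compounds (up to 57.5 uM final), then stimulated with LPS (250 ng/mL final) plus ATP (1.25 mM final); secreted IL-1B measured by AlphaLISA after 16 hr, decreased signal indicating inhibition.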
Starred values were filed as active, the others as inactive; i = inactive; u = inconclusive; x = no result given; & = joins results of further samples; [ ] = dose if it differs, or a comment. Unless noted, the call rests on the fitted dose curve; in most records, active means well fitted curve in the direction sought with a large enough effect; inconclusive means small, poorly fitted or top-dose-only effect, or another doubt; inactive means no such curve, though single readings can be large; an effect the other way counts as inactive or inconclusive. Compounds as they come; overall some 8.9% were active at least once.

SMILES	HT1080-NT tox	ATXN2 expr inh	MCF10A rereplic	SW480 rereplic	HT1080 IDH1KD tx	KB-3-1 cytotox	ATXN viability	HepG2 tox	IL1B secr inh
CCC(C)NC(=O)CCCN1C(=O)CCn2nc(-c3cccn3C)cc21 (stereo not given)	x	7%	x	x	x	8%	i	1%	x
CCOC(=O)c1cccc2c1N[C@@H](c1ccc(F)cc1)[C@H]1CC=C[C@@H]21	x	0%	x	x	x	-18%	i	-8%	x
CC1CCCN(C(=O)COC(=O)CNC(=O)c2ccc(Br)cc2)C1 (stereo not given)	4%	5%	7%	-6%	0%	-15%	i	-4%	-10
COC(=O)c1sccc1NC(=O)Nc1ccccc1F	7%	x	-1%	0%	7%	11%	i	0%	8
COc1ccc(Cl)cc1NC(=O)C1(c2cccs2)CCOCC1	-1%	6%	10%	0%	-1%	1%	i	-17%	u
Cc1ccc(S(=O)(=O)Nc2ccccn2)cc1[N+](=O)[O-]	7%	2%	-1%	-58%[inhibitor]	3%	21%	i	-13%	11
COc1ccc(C)cc1Nc1nc2c(S(=O)(=O)c3cccc(Cl)c3)nnn2c2ccsc12	x	16%	x	x	x	8%	i	-7%	x
CC(=O)c1cccc(S(=O)(=O)Nc2c(C)nn(C)c2C)c1	0%	x	3%	-3%	3%	5%	i	26%	9
COc1ccc(C(=O)NCC(c2cccs2)S(=O)(=O)c2ccc(C)cc2)cc1 (stereo not given)	x	-10%	x	x	x	-20%	u	-3%	x
Cc1cc(C)n(C(=O)CNC(=O)Cc2ccccc2)n1	9%	-3%	7%	0%	9%	2%	i	8%	3

Continued, starting with the last 4 of the part before.
SMILES	HT1080-NT tox	ATXN2 expr inh	MCF10A rereplic	SW480 rereplic	HT1080 IDH1KD tx	KB-3-1 cytotox	ATXN viability	HepG2 tox	IL1B secr inh
COc1ccc(C)cc1Nc1nc2c(S(=O)(=O)c3cccc(Cl)c3)nnn2c2ccsc12	x	16%	x	x	x	8%	i	-7%	x
CC(=O)c1cccc(S(=O)(=O)Nc2c(C)nn(C)c2C)c1	0%	x	3%	-3%	3%	5%	i	26%	9
COc1ccc(C(=O)NCC(c2cccs2)S(=O)(=O)c2ccc(C)cc2)cc1 (stereo not given)	x	-10%	x	x	x	-20%	u	-3%	x
Cc1cc(C)n(C(=O)CNC(=O)Cc2ccccc2)n1	9%	-3%	7%	0%	9%	2%	i	8%	3
COc1cc2c(cc1OC)-c1cc(Nc3ccc(N(C)C)cc3)nc(=O)n1CC2	-9%	12%	u	-50%[inhibitor]	-8%	-1%	i	1%	-58*
COc1ccc(CN(C(=O)c2snc(C(N)=O)c2N)C(C(=O)NC(C)(C)C)c2ccco2)cc1 (stereo not given)	14%	0%	5%	0%	-17%	5%	i	-10%	-2
COc1ccc(CCNC(=O)c2ccc3c(c2)N(Cc2ccc(C)cc2)CCS3)cc1OC	-9%	12%	u	-28%	-9%	-13%&-23%	u	-20%&-7%	-14
CCOc1cc([C@H]2[C@@H]3CCCC[C@]3(O)CCN2CC(=O)NCc2ccco2)ccc1O	1%	0%	3%	9%	1%	-1%	i	-9%	13
CC(C(=O)NCc1ccccc1Cl)n1cc([N+](=O)[O-])cn1 (stereo not given)	0%	25%	8%	3%	4%	-2%	i	5%	23
CC1CCCCN1C(=O)C(=O)c1cn(CC(=O)N2CCCC2)c2ccccc12 (stereo not given)	-3%	-8%	2%	22%	-2%	4%	i	-4%	-6
O=C(Nc1ccccc1Cl)c1csc(-c2cccnc2)n1	7%	x	12%	0%	-5%	0%	u	-10%	-12
O=C(Nc1ccc(F)cc1)c1cccc2ccccc12	2%	x	2%	-7%	1%	4%	x	-13%	15
COc1ccc(-c2nn(-c3ccccc3)cc2C(=O)NC2CC2)cc1	8%	x	8%	0%	5%	6%	i	-2%	-6
COc1cccc(N2CCN(C3CCCC(C)C3)CC2)c1 (stereo not given)	-2%	8%	6%	-12%	u	2%	i	3%	3
CCCCn1c(NC(=O)C2CCCCC2)nc2ccccc21	-13%	-25%	10%	5%	-23%	u	i	-25%	9
C=C1CCN([C@@H](C)C(=O)NCc2cc(OC)c(OC)c(OC)c2)S(=O)(=O)c2ccccc21	9%	3%	16%	u	6%	-8%	i	0%	3
CC(C)Cc1ccc(C(C)C(=O)Nc2nccs2)cc1 (stereo not given)	0%	-2%	24%	3%	-17%	-7%	i	-3%	41
CN(Cc1ccccc1)Cc1c(O)ccc2ccccc12	3%	-19%	2%	0%	4%	4%	i	8%	-9
CC(=O)c1ccc(NC(=O)CN2CCN(c3ncccn3)CC2)cc1	15%	0%	-7%	1%	17%	18%	i	5%	15
CCOC(=O)C1=C(C)N(CC)C(=S)NC1c1ccccc1OC(F)F (stereo not given)	2%	u	-4%	0%	-1%	2%	i	-12%	38
COc1ccc(CCNC(=O)c2ccc(N3CCCC3=O)cc2)cc1	23%	20%	u	-5%	16%	16%	i	2%	14
COCCOC(=O)C1=C(C)NC(=O)NC1c1c(Cl)nc2ccccn2c1=O (stereo not given)	0%	4%	-9%	-5%	7%	-1%	i	-5%	-7
COc1ccc(Cn2ccc3nc(C)c(C(=O)Nc4ccc(C)c(F)c4)cc3c2=O)cc1	x	0%	x	x	x	-5%	u	0%	x
CCN(CC(=O)NC1CCS(=O)(=O)C1)S(=O)(=O)c1ccc(F)cc1 (stereo not given)	4%	-2%	1%	0%	0%	-1%	i	-6%	4
OC(c1ccccc1)c1nccc2ccccc12 (stereo not given)	-15%	-21%	-50%[inhibitor]	-1%	-6%	-5%	i	0%	-11
Cc1ccc(S(=O)(=O)N2CCNC(=O)C2)c(C)c1	-1%	-8%	8%	-67%[inhibitor]	-2%	0%	i	10%	-3
O=C(N/N=C/c1ccc(O)cc1)NC12CC3CC(CC(C3)C1)C2	u	11%	-6%	-8%	u	3%	i	-30%	-74*
O=C(CCCO)N/N=C/c1ccccc1[N+](=O)[O-]	11%	29%	-1%	-3%	7%	-3%	i	6%	-2
CCOC(=O)C(NC(=O)CC)(Nc1sc(C)c(CC)c1C#N)C(F)(F)F (stereo not given)	0%	-4%	-4%	3%	12%	0%	i	-2%	-7
COc1cc2c(cc1NC(=O)COC(=O)C(CCSC)NC(=O)c1ccccc1Cl)oc1ccccc12 (stereo not given)	1%	62%[activator]	3%	0%	-14%	2%	i	-11%	12
CC(C)c1ccccc1NC(=O)c1cnccn1	18%	8%	-1%	-11%	1%	-1%	i	-2%	-12
CC(=O)Nc1ccc(S(=O)(=O)N[C@@H](C)C(=O)N2CCN(C/C=C/c3ccccc3)CC2)cc1	-3%	x	10%	-4%	-2%	-16%	i	-15%	14
COc1ccc(/C(C)=N/N2C(C)CCCC2C)c(OC)c1 (stereo not given)	-7%	-3%	-6%	-4%	-7%	12%	i	-40%	12
Fc1cccc2ncnc(OCc3ccccc3)c12	3%	17%[11.3 µM]	-7%	0%	5%	11%	i	17%	40
Cc1ccc(S(=O)(=O)C(NC(=O)c2ccccc2)=C(Cl)Cl)cc1	u	u	6.5µM*	u	u	u	u	-29%	-117*
CCCCOc1ccc(CNn2c(C)nc3ccccc3c2=O)cc1	9%	-10%	u	-4%	1%	18%	i	3%	-4
CCN(CC(=O)Nc1c(F)cccc1F)C(=O)CCN1C(=O)C2CC=CCC2C1=O (stereo not given)	u	-3%	-20%	-25%	5%	8%	i	9%	4
O=C(c1ccccc1)N1CCN(Cc2ccc3c(c2)OCO3)CC1	10%	-2%	6%	-5%	16%	2%	i	9%	-7
CON(C)C(=O)C[C@@H]1C[C@H](OC(=O)c2ccc([N+](=O)[O-])cc2)CN1C(=O)OC(C)(C)C	-5%	-2%	8%	0%	-1%	9%	i	-7%	-1
Cc1c(NC(=O)c2ccco2)c(=O)n(-c2ccccc2)n1C	-3%	x	0%	26%	0%	1%	u	2%	15
COc1ccc(S(=O)(=O)N(C)CC(=O)Nc2ccc3c(c2)OCO3)cc1	-5%	17%	-2%	9%	-1%	9%	i	5%	14
CCCCn1c(NC(C)=O)c(C#N)c2nc3ccccc3nc21	-4%	-16%	u	16%	-6%	-3%	x	-49%	10
CC12CCC(C/C1=N/O)C2(C)CBr (stereo not given)	6%	x	-2%	-3%	12%	3%	i	0%	19
O=C(COC(=O)c1ccc(O)cc1O)c1ccc2c(c1)OCO2	1%	5%	0%	0%	-4%	x	i	26%	19
COCCN(C(=O)CSCc1ccc(C)cc1)c1c(N)n(CC(C)C)c(=O)[nH]c1=O	5%	-4%	-5%	-13%	4%	23%	i	2%	7
CCN(CC)CCN(C(=O)Cn1nnc(-c2ccc(C)o2)n1)C(C(=O)NC1CCCC1)c1ccc(F)cc1 (stereo not given)	-19%	-16%	4%	2%	-7%	15%	u	-13%	u
O=C(O)CC(CC(=O)Nc1ccc(-n2ccc(C(F)(F)F)n2)cc1)c1ccccc1 (stereo not given)	2%	-7%	-4%	-5%	3%	48%	i	22%	25
O=C(NCCc1ccc(F)cc1)C1CCC(=O)N(CC2CCCCC2)C1 (stereo not given)	-2%	x	x	x	3%	-29%	i	8%	24
COC(=O)c1ccccc1NS(=O)(=O)c1ccc(NC(C)=O)cc1	-22%	9%	0%	6%	u	1%	i	2%	-84*
CCN(CC)CCNC1=NCCn2c1cc1cc(OC)ccc12	u	u	u	u	u	-23%	i	-54%	-76*
COc1ccc(CNC(=O)COC(=O)CCC2CCCCC2)cc1	6%	-9%	0%	-1%	-1%	-10%	i	-3%	14
CC(/C=C/c1ccco1)=N\NC(=O)c1cc(Cl)ccc1O	-21%	5%	u	u	-19%	-8%	u	-23%	-4

Screens as filed in PubChem.
